KAT2A inh: GCN5L2 (KAT2A) acetyltransferase inhibition; GCN5L2 HAT assay, ThioGlo1 CoA-SH fluorescence; Potency, µM (highest dose often 58.9 µM), inactives show top-dose activity change, negative = inhibition, most hits filed as inhibitors; 390,000 compounds, 0.21% hits
Target sequence (Q92830 whole entry, looked up): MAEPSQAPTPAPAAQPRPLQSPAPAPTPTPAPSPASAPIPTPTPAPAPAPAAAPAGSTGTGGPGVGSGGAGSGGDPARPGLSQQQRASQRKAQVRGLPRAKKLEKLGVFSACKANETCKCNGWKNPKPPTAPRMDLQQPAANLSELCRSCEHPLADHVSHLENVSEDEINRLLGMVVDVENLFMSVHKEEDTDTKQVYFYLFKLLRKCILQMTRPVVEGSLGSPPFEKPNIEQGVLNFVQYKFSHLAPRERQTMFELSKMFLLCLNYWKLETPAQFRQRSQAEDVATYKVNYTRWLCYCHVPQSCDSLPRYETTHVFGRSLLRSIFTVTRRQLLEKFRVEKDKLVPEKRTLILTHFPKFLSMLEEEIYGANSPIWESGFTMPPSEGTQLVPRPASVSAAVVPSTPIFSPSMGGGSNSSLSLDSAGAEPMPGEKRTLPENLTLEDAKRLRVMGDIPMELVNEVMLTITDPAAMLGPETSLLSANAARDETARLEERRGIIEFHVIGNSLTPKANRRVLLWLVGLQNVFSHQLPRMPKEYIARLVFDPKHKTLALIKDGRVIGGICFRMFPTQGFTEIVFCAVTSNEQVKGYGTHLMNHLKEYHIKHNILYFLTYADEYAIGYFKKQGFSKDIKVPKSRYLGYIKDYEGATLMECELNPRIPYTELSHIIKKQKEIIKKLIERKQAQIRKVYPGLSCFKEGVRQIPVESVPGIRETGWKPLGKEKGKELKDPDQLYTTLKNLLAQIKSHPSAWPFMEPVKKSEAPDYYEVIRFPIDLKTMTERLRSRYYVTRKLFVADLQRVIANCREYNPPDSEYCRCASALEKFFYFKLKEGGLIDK
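Enzyme at 20nM final was mixed with library compounds for 15 min at room temperature. Peptide H3(1-25) at 75uM, acetyl-CoA at 70uM and ThioGlo1 at 50uM were then added. Plates were read immediately and after 20 min (Ex340nm/Em540nm).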
FEN1 inh: inhibitors of human flap endonuclease 1; P39748; Recombinant FEN1 flap cleavage, fluorescence, 15 min; Potency, µM (top dose mostly 114 µM), for inactives: at the highest dose activity change, negative = inhibition, hits mostly inhibitors; 390,000 compounds, 0.35% hits; AID 588795; further: nearly all actives have a fitted effect of over 65% in size
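In this screen, 50 nM flap DNA substrate was added to 10 nM FEN1 pretreated with compound for 15 min at room temperature; cleavage was followed with reads at 0 and 15 min, and Hill fitting gave concentration–response parameters.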
N370S GC: N370S glucocerebrosidase modulation, Gaucher chaperone candidate | P04062 | N370S GC spleen homogenate, 4MU-glucoside fluorescence | Potency, µM (top dose mostly 59.4 µM), for inactives: at the highest dose activity change, negative = inhibition, most hits filed as inhibitors | 330,000 compounds, 0.092% hits | AID 2101;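 further: 0% = full enzyme activity and -100% = no enzyme basal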
An asterisk follows results filed as active; [ ] = another dose, or the depositor's remark. The call rests on the fitted dose curve; in most records, active means well fitted curve in the direction sought with a large enough effect; inconclusive means small, poorly fitted or top-dose-only effect, or another doubt; inactive means no such curve, though single readings can be large; an effect the other way counts as inactive or inconclusive. Unless noted, on the % scale 0 is the no-effect control and ±100 the full control effect; potency means the concentration at half of the fitted maximal effect.

Start of the data: the first two entries (preview)
What do the screens show for `COc1ccccc1NS(=O)(=O)c1cccc(C(=O)NCC(c2cccs2)N2CCOCC2)c1` (stereo not given)?
KAT2A inh: 1%; FEN1 inh: -12%

What do the screens show for `CC(=O)c1ccc(N2CCN(CC(=O)Nc3ccc4c(c3)OCCO4)CC2)cc1`?
KAT2A inh: -2%; FEN1 inh: 0%; N370S GC: -12%

Main list, repeating the preview:
What do the screens show for `COc1ccccc1NS(=O)(=O)c1cccc(C(=O)NCC(c2cccs2)N2CCOCC2)c1` (stereo not given)?
KAT2A inh: 1%; FEN1 inh: -12%

What do the screens show for `CC(=O)c1ccc(N2CCN(CC(=O)Nc3ccc4c(c3)OCCO4)CC2)cc1`?
KAT2A inh: -2%; FEN1 inh: 0%; N370S GC: -12%

What do the screens show for `CN(CCO)c1nc2c(c(=O)n(Cc3ccc(Cl)cc3)c(=O)n2C)n1C`?
KAT2A inh: -4%; FEN1 inh: 3%; N370S GC: 1%

How did CN(C)CCNC(=S)Nc1cccc(Cl)c1 do in these assays?
KAT2A inh: 3%; FEN1 inh: -2%; N370S GC: 1%

What do the screens show for `CCOC(=O)N1CCc2c(sc3c2c(=O)n(-c2ccc(CC)cc2)c(=O)n3CC(=O)c2ccc(F)cc2)C1`?
KAT2A inh: 0%; FEN1 inh: -5%

What do the screens show for `Cc1ccc(-n2nc3c(=O)n(CCCC(=O)NCc4cccc(F)c4)nc(C)c3c2C)cc1`?
KAT2A inh: 2%; FEN1 inh: -1%; N370S GC: -4%

What do the screens show for `Cc1cc(C(=O)COc2ncnc3sccc23)c(C)n1C`?
KAT2A inh: 3%; FEN1 inh: -4%; N370S GC: 5%

How did COc1ccc(N2CCN(C(=O)CC34CC5CC(CC(C5)C3)C4)CC2)c([N+](=O)[O-])c1 do in these assays?
KAT2A inh: -7%; FEN1 inh: 12%; N370S GC: 7%

What do the screens show for `CCn1cc(C(=O)N2CCN(c3ccccn3)CC2)c(=O)c2cc(S(=O)(=O)N3CCC(C)CC3)ccc21`?
KAT2A inh: -5%; FEN1 inh: -2%; N370S GC: -2%

Results for CC1CCc2nc3sc4c(c3c(N)c2C1)CCCC4 (stereo not given) ?
KAT2A inh: -5%; FEN1 inh: 4%; N370S GC: inconclusive

How did COc1cc(CC(=O)N/N=C/c2ccc([N+](=O)[O-])cc2)c([N+](=O)[O-])cc1OC do in these assays?
KAT2A inh: 39%[activator]; FEN1 inh: -9%; N370S GC: -8%

Results for Cc1cc(=O)n(CC(=O)Nc2cccc([N+](=O)[O-])c2)c(-n2nc(C)cc2C)n1 ?
KAT2A inh: -2%; FEN1 inh: -2%

How did Cc1ccc(-c2c[n+]3c(n2-c2ccccc2)CCC3)cc1 do in these assays?
KAT2A inh: -10%; FEN1 inh: 4%; N370S GC: 2%

How did CC(=O)c1ccc(NC(=S)N2CCCC(C(F)(F)F)C2)cc1 (stereo not given) do in these assays?
KAT2A inh: 2%; FEN1 inh: 5%; N370S GC: -5%

How did CCC1SC(=Nc2cccc(C)c2)NC1=O (stereo not given) do in these assays?
KAT2A inh: 9%; FEN1 inh: 19%; N370S GC: -4%

How did CC[n+]1c(/C=C/c2cc([N+](=O)[O-])ccc2O)ccc2ccccc21 do in these assays?
KAT2A inh: -11%; FEN1 inh: -18%; N370S GC: inconclusive

Results for CCOc1ncccc1C(=O)Nc1cc(S(=O)(=O)N2CCOCC2)ccc1N1CCCC1 ?
KAT2A inh: -12%; FEN1 inh: 0%; N370S GC: 4%

Results for O=C(Cn1ncc2c([nH]c3ccccc32)c1=O)Nc1cc(F)ccc1F ?
KAT2A inh: -7%; FEN1 inh: -2%

What do the screens show for `Cc1cccc(NC(=O)c2cccc(N3CCCS3(=O)=O)c2)c1`?
KAT2A inh: 2%; FEN1 inh: 1%

How did CCC1(C)CC2(CCCN(CCC(=O)c3ccccc3)C2)CCO1 (stereo not given) do in these assays?
KAT2A inh: -12%; FEN1 inh: -4%; N370S GC: 3%

Results for CC(=O)Nc1ccnc(-c2cccnc2)n1 ?
KAT2A inh: -2%; FEN1 inh: -2%; N370S GC: 6%

How did O=C(c1cc2cc(Cl)ccc2[nH]1)N1CCc2ccccc2C1 do in these assays?
KAT2A inh: -6%; FEN1 inh: -12%; N370S GC: 4%

Results for S=C1SCN(Cc2ccccc2)CN1Cc1ccccc1 ?
KAT2A inh: inconclusive; FEN1 inh: -1%; N370S GC: 19%

Results for CCCn1c(O)c(N=NC(=O)CNC(=O)Cc2ccc(OC)cc2)c2ccccc21 ?
KAT2A inh: -3%; FEN1 inh: 10%; N370S GC: 1%

Sorted by length of the SMILES (smallest number first): some entries from above.
Results for CC1CCc2nc3sc4c(c3c(N)c2C1)CCCC4 (stereo not given) ?
KAT2A inh: -5%; FEN1 inh: 4%; N370S GC: inconclusive

How did CCC1(C)CC2(CCCN(CCC(=O)c3ccccc3)C2)CCO1 (stereo not given) do in these assays?
KAT2A inh: -12%; FEN1 inh: -4%; N370S GC: 3%

What do the screens show for `Cc1cccc(NC(=O)c2cccc(N3CCCS3(=O)=O)c2)c1`?
KAT2A inh: 2%; FEN1 inh: 1%

Results for O=C(Cn1ncc2c([nH]c3ccccc32)c1=O)Nc1cc(F)ccc1F ?
KAT2A inh: -7%; FEN1 inh: -2%

What do the screens show for `CN(CCO)c1nc2c(c(=O)n(Cc3ccc(Cl)cc3)c(=O)n2C)n1C`?
KAT2A inh: -4%; FEN1 inh: 3%; N370S GC: 1%

More records.
Results for O=C(c1cccs1)N1CCN=C1SCc1ccccc1F ?
KAT2A inh: 2%; FEN1 inh: -17%; N370S GC: 13%

Results for O=C(Cn1cnc2sc3c(c2c1=O)CCCC3)NCC(=O)Nc1c(F)cccc1F ?
KAT2A inh: -5%; FEN1 inh: 0%; N370S GC: 8%

How did CCOC(=O)CN(c1cc([N+](=O)[O-])ccc1OC)S(C)(=O)=O do in these assays?
KAT2A inh: -1%; FEN1 inh: -12%; N370S GC: 20%

Results for CN(Cc1ccc2c(c1)OCCO2)C(=O)CSc1ncnc2sccc12 ?
KAT2A inh: -3%; FEN1 inh: -9%

Results for Cc1ccc(-c2onc(C)c2C)cc1S(=O)(=O)N1CCN(c2ccccc2F)CC1 ?
KAT2A inh: -6%; FEN1 inh: -5%

How did CCCCNC(=O)[C@@H](c1ccccc1)N1Cc2ccccc2C1=O do in these assays?
KAT2A inh: -1%; FEN1 inh: 1%

What do the screens show for `COc1ccc(NC(=O)/C(=C/c2ccc(OC(C)=O)c(OC)c2)NC(C)=O)cc1`?
KAT2A inh: 2%; FEN1 inh: 4%; N370S GC: -17%

How did COc1ccc(NC(=O)CC2C(=O)N(c3ccc(Cl)cc3)C(=S)N2CCc2ccncc2)cc1 (stereo not given) do in these assays?
KAT2A inh: -3%; FEN1 inh: -5%; N370S GC: -19%

What do the screens show for `CC(C)OC(=O)c1cc2c(ccn2C)n1CC(=O)N(Cc1ccccc1)c1ccccc1`?
KAT2A inh: -11%; FEN1 inh: -20%; N370S GC: 19%

What do the screens show for `CC(=O)OC1=Cc2c(ccc3ccc(=O)oc23)OC1(C)C`?
KAT2A inh: -5%; FEN1 inh: -2%; N370S GC: 8%

How did Cc1noc(C)c1-c1cncnc1Nc1ccccc1 do in these assays?
KAT2A inh: -20%; N370S GC: -3%

How did Cc1coc(NC(=O)CSc2nc(-c3ccncc3)cc(C(F)(F)F)c2C#N)n1 do in these assays?
KAT2A inh: inconclusive; FEN1 inh: -15%; N370S GC: 7%

Results for O=C(Nc1cccc2c1C(=O)NC2=O)c1ccccc1[N+](=O)[O-] ?
KAT2A inh: 15%; FEN1 inh: -2%; N370S GC: -1%

Results for CCC(C)NC(=O)COCc1cc(-c2ccc3c(c2)OCO3)on1 (stereo not given) ?
KAT2A inh: -2%; FEN1 inh: -10%; N370S GC: 0%

What do the screens show for `COc1ccc(C(=O)NCCNc2ccc([N+](=O)[O-])cc2)cc1OC`?
KAT2A inh: 2%; FEN1 inh: -5%; N370S GC: -9%

How did CC1=C(C(=O)Nc2ccccc2)C(c2ccc(C(=O)O)cc2)n2nc(SCC(=O)c3ccc(C)cc3)nc2N1 (stereo not given) do in these assays?
KAT2A inh: -4%; FEN1 inh: 7%

What do the screens show for `O=C1Nc2ccccc2C1(O)C/C(=N/O)c1ccccc1` (stereo not given)?
KAT2A inh: 1%; FEN1 inh: 5%; N370S GC: -24%

Results for COC(Cn1c(C)c(C(C)=O)c(C(C)=O)c1C)OC ?
KAT2A inh: -9%; FEN1 inh: 3%; N370S GC: 7%

What do the screens show for `CN(C(=O)c1cccc(C#N)c1)c1nnc(-c2ccncc2)s1`?
KAT2A inh: -6%; FEN1 inh: 2%; N370S GC: 6%

Results for O=c1cc(-c2ccco2)nc(SCc2cccc(Cl)c2)[nH]1 ?
KAT2A inh: -1%; FEN1 inh: 19%; N370S GC: 1%

How did COCCNC(=O)c1ccc(-n2c(SCc3ccncc3)nc3ccccc3c2=O)cc1 do in these assays?
KAT2A inh: -20%; FEN1 inh: 4%; N370S GC: -3%

What do the screens show for `CCCCCCSc1nnc2c(n1)OC(C)Nc1ccc(Br)cc1-2` (stereo not given)?
KAT2A inh: 0%; FEN1 inh: -7%

How did Cc1ccc(NC(=S)N(C)N)cc1Cl do in these assays?
KAT2A inh: -2%; FEN1 inh: -2%; N370S GC: 2%

What do the screens show for `CC(=O)Oc1ccccc1/C=C/c1ccc2ccccc2[n+]1C`?
KAT2A inh: -17%; FEN1 inh: -17%; N370S GC: -15%

Results for COc1ccc([N+](=O)[O-])cc1NC(=O)CCSCCc1ccccn1 ?
KAT2A inh: -6%; FEN1 inh: 3%; N370S GC: 8%

What do the screens show for `O=c1cc(-c2ccccc2)nc(SCc2nc(-c3ccccc3Cl)no2)[nH]1`?
KAT2A inh: -24%; FEN1 inh: 4%

What do the screens show for `O=C(NCc1nc(-c2ccccc2)no1)c1ccco1`?
KAT2A inh: -5%; FEN1 inh: 3%

How did O=C(CCC(=O)Nc1ccccc1Cl)N/N=C/c1ccccc1 do in these assays?
KAT2A inh: 0%; FEN1 inh: -3%; N370S GC: 3%

How did COc1ccc(-c2cc(C(F)F)n3ncc(C(=O)N4CCN(C)CC4)c3n2)cc1 do in these assays?
KAT2A inh: -6%; FEN1 inh: -10%; N370S GC: -7%

Results for CC1(C)C2CC=C(/C=N/NC(=O)c3ccc(O)cc3)C1C2 (stereo not given) ?
KAT2A inh: -1%; FEN1 inh: 1%; N370S GC: -14%

How did COC(C[C@H](O)CC(=O)[C@H](C)OCc1ccccc1)OC do in these assays?
KAT2A inh: -4%; FEN1 inh: -14%; N370S GC: -3%

How did CC1CCN(CCc2nc3cc(NC(=O)COc4ccc([N+](=O)[O-])cc4)ccc3n2C)CC1 do in these assays?
KAT2A inh: -9%; FEN1 inh: -2%; N370S GC: inconclusive

Results for CCN(CC)CCCNC(=O)c1ccc(S(=O)(=O)Nc2ccc(C)c(C)c2)cc1 ?
KAT2A inh: 2%; FEN1 inh: 0%

What do the screens show for `COC(=O)Cc1c(C)nc2nc(-c3ccco3)[nH]n2c1=O`?
KAT2A inh: -2%; FEN1 inh: 12%; N370S GC: 10%

Results for O=C(O)c1ccc(NS(=O)(=O)c2ccc(NC(=O)c3ccccc3Cl)cc2)cc1 ?
KAT2A inh: 1%; FEN1 inh: -12%; N370S GC: -11%

Results for Cc1cc(=O)n2[nH]cc(C(=O)O)c2n1 ?
KAT2A inh: -4%; FEN1 inh: 40%; N370S GC: 4%

Results for COc1ccc(NC(=O)/C=C/c2cc(Br)ccc2OC)cc1 ?
KAT2A inh: inconclusive; FEN1 inh: -9%; N370S GC: -8%

How did O=C(NCC1CCCO1)c1cc(C(=O)c2ccc(Cl)cc2Cl)c[nH]1 (stereo not given) do in these assays?
KAT2A inh: -10%; FEN1 inh: -6%; N370S GC: 9%

Results for Cn1nccc1C(=O)N1CCCC(C(=O)c2cccc3ccccc23)C1 (stereo not given) ?
KAT2A inh: -1%; FEN1 inh: 15%; N370S GC: -9%

What do the screens show for `Cn1c(Cn2c(=O)sc3ccccc32)nnc1SCC(=O)Nc1cccc(F)c1`?
KAT2A inh: 1%; FEN1 inh: 24%; N370S GC: 5%

Screens from PubChem.

An excerpt (hit frequency here may not be typical).
